TDP1 cell noCPT = qHTS for Inhibitors of human tyrosyl-DNA phosphodiesterase 1 (TDP1): qHTS in cells in absence of CPT; DT40 Tdp1-/- hTDP1 cells, no CPT, ATP luminescence, 48 h; Potency, µM (doses to about 46.2 µM), inactives show at the highest dose activity change, negative = growth inhibition, usual class: inhibitors; 420,000 tested, 15% active; also: nearly all actives have a fitted effect of over 55% in size
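DT40 Tdp1-/-;hTDP1 cells, no CPT (DMSO vehicle only), 400 cells/well; compounds pin-transferred; ≥48 hr, 37 °C; CellTiter-Glo 30 min RT dark, luminescence read.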
GCN5L2 inh = GCN5L2 (KAT2A) acetyltransferase inhibition | AID 504327 | Potency, µM (doses to about 58.9 µM), for the others: top-dose activity change, negative = inhibition, hits mostly inhibitors | GCN5L2 HAT assay, ThioGlo1 CoA-SH fluorescence | Q92830 | 390,000 tested, 0.21% active
Target sequence (Q92830 whole entry, looked up): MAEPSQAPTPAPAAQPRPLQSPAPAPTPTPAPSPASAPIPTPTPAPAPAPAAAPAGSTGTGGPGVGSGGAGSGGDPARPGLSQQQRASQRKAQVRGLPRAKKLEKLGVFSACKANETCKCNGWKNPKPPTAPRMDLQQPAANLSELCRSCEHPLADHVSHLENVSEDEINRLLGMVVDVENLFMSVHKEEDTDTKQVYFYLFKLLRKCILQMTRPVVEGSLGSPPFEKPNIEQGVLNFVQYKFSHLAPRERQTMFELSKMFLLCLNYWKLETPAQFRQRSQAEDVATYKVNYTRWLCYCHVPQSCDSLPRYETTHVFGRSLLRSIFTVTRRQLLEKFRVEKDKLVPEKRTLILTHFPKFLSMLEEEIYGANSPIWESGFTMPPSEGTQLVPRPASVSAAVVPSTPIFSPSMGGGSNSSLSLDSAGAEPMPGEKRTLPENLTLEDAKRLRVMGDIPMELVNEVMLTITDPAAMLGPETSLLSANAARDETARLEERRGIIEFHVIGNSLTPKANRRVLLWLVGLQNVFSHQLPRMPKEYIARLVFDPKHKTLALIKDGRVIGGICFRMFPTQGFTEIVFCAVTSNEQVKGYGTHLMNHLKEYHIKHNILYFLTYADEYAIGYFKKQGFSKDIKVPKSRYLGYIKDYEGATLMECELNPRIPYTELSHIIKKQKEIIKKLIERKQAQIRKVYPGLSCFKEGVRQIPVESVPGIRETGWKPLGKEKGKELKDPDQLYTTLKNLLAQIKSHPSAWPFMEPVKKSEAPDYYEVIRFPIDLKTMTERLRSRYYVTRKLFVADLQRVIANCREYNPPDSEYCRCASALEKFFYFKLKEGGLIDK
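Preincubate 20nM GCN5L2 with compound 15 min, RT → add 50uM ThioGlo1 + 75uM H3(1-25) + 70uM acetyl-CoA → read fluorescence 0 and 20 min. Primary qHTS; fluorescent artifacts likely.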
TDP1 cell CPT = growth inhibition of DT40 Tdp1-/-;hTDP1 cells with camptothecin (screen for TDP1 inhibitors) | 420,000 tested, 12% active | AID 686979 | chicken DT40 Tdp1-/-;hTDP1 cells + 20 nM CPT, ATP luminescence, 48 h | Potency, µM (top dose mostly 46.2 µM), for the others: at the top dose activity change, negative = growth inhibition, actives largely listed as inhibitors; also: nearly all actives have a fitted effect of over 55% in size
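Chicken DT40 Tdp1-/- cells stably complemented with human TDP1 were seeded at 400 cells/well in medium containing 20 nM camptothecin, exposed to pin-transferred compounds, and grown at 37 °C for at least 48 hr. Viability was read as ATP luminescence.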
The depositor's hits bear a star; ? = inconclusive; . = not tested or not shown; [ ] = dose if it differs, or a comment. Calls follow the shape of the dose curve; as a rule, active = well fitted curve in the direction sought with a large enough effect; inconclusive = small, poorly fitted or top-dose-only effect, or another doubt; inactive = no such curve, though single readings can be large; an effect the other way counts as inactive or inconclusive. % is scaled to controls: 0 for no effect and ±100 for the full control effect; potency is read from the fitted curve at half-maximal effect.

SMILES | TDP1 cell noCPT | GCN5L2 inh | TDP1 cell CPT
CC(=O)c1cccc(OCc2cc(C(=O)N(C)CCc3cnn(C)c3)no2)c1 | 20% | -4% | 11%
COc1ccccc1CNC(=O)c1cnccn1 | -1% | -1% | -9%
Clc1ss/c(=N\c2ccccn2)c1Cl | -15% | -8% | -13%
FC(F)(F)c1cc(N2CCOCC2)nc(-c2ccccc2)n1 | ? | 0% | ?
CCOc1ccc(/C=N/NC(=O)C2CCCC2)c(OCC)c1 | 13% | ? | -24%
CCCN(CC(=O)Nc1ccccc1C)C(=O)c1ccc(-c2ccc(C(C)=O)cc2)o1 | ? | 2% | ?
CCCCN1C(=O)C(CC(=O)NCCCCc2ccccc2)CC(C(=O)N2CCOCC2)=C1C (centres undefined) | -10% | . | 3%
Cc1ccc(C(=O)NNC(=S)NC(=O)COc2ccccc2)cc1 | 6.5µM* | -4% | 15µM*
Cc1cc(C)c(NC(=O)CN2CCN(c3ccccn3)CC2)c(C)c1 | -18% | -13% | 19%
Cc1ccc(C(=O)N/C(=C\c2cn(C)c3ccccc23)C(=O)NCCN2CCOCC2)cc1 | -9% | -5% | 27%
CSC1=NCCN1C(=O)Cc1cccs1 | 0% | -2% | -2%
CC1CCC2(CC1)C(Nc1cccc(Cl)c1)=NC(=S)N2CC#N (centres undefined) | 16µM* | -14% | ?
CCOc1ccccc1NC(=O)C1=C(C)Nc2ncnn2C1c1ccccn1 (centres undefined) | 0% | -4% | -1%
Cc1ccc(CNS(=O)(=O)c2cnc(N)nc2)cc1 | 3% | 1% | -1%
COc1ccc(/C=N/N(Cc2ccccc2)c2ccccc2)cc1O | ? | -5% | ?
CC(=O)c1cccc(NC(=O)c2sc3nc4c(cc3c2N)CCCC4)c1 | ? | -9% | ?
CCCc1c(C)[nH]c2ccc(C(=O)O)cc2c1=S | 4% | 2% | 0%
CC(C)NC(=O)CSc1ncccc1-c1nc2ccccc2[nH]1 | -19% | -1% | -3%
Cc1nnc(SCCCN2C(=O)c3ccccc3C2=O)o1 | -7% | -2% | -17%
O=C(c1cc2ccccc2o1)c1nc2c(n1O)CCCCC2 | -13% | -13% | ?
COc1ccc(-c2c(C#N)c(N)nc3sc(C(=O)c4ccc(C)cc4)c(N)c23)cc1 | -17% | -11% | -3%
O=C(N/N=C/c1cccnc1)c1[nH]ncc1Br | -2% | -1% | 11%
CCOC(=O)C1=CN(Cc2ccco2)S(=O)(=O)N(C)C1CC (centres undefined) | -26% | -3% | ?
CCSc1nnc(NC(=O)c2cccnc2Cl)s1 | 3% | -6% | -8%
O=C(Nc1ccn(CCCN2CCN(c3ncccn3)CC2)c(=O)n1)OCc1ccccc1 | ? | . | ?
CC1CCC(NC(=O)C2CCN(c3c4c(nc5ncnn35)CCC4)CC2)CC1 (centres undefined) | 16µM* | -5% | ?
Cc1ccc(OCC(=O)Nc2ccc3c(c2)OC(F)(F)O3)c([N+](=O)[O-])n1 | -7% | 1% | -3%
CCSc1nc2cc(S(=O)(=O)N3CCOCC3)ccc2o1 | ? | ? | ?
COc1cccc(CSc2nc(-c3ccccc3F)nc3c2Cc2c(CO)cnc(C)c2O3)c1 | 21µM* | -4% | ?
COc1ccc(N2CCN(C(=O)c3ccc(COc4ccc5c(C)cc(=O)oc5c4)cc3)CC2)cc1 | 16µM* | -8% | ?
COC(=O)Nc1cccn(Cc2c(Cl)cccc2Cl)c1=O | -29% | 0% | -28%
Cc1nc(NC(=O)CCN2C(=O)C3CC=CCC3C2=O)sc1C (centres undefined) | 2% | 0% | -6%
O=C(c1cc(-c2ccccc2)on1)N1CCOc2ccc(CN3CCN(c4ccccn4)CC3)cc2C1 | 1% | . | 8%[9.04 µM]
COc1ccc(Cc2nc3ccc(C(=O)N4CCC[C@H]4CO)cc3o2)cc1 | -1% | -1% | ?
O=C(Nc1ccccc1F)Nc1cc(Cl)ccc1-n1cncn1 | ? | 1% | -10%
O=C(COc1ccccc1C(=O)Nc1ccccc1)Nc1ccccc1Cl | ? | . | ?
Cc1ccc2c(C)c(C(=O)N3CCC(c4nc5ccccc5s4)CC3)oc2c1C | ? | -14% | -29%
O=C(COc1ncnc2ccccc12)NC1CCS(=O)(=O)C1 (centres undefined) | -4% | -2% | 0%
COc1cccc(N=CC=C2OC(C)(C)C(C)(C)O2)c1 | 1% | -3% | 14%
CN(C(=O)Nc1cn(C)c(=O)c2ccccc12)c1ccccc1 | -3% | -6% | -5%
O=C1CCCc2nc(N3CCN(C(c4ccccc4)c4ccccc4)CC3)ncc21 | 21µM* | -8% | 16µM*
O=c1cc(N2CCCCC2)c(-c2ccccc2)nn1Cc1ccc(Cl)cc1Cl | 18µM* | -2% | ?
CN(CC(=O)Nc1ccc(S(=O)(=O)N2CCCC2)cc1)CC(=O)Nc1ccc(F)c(F)c1F | ? | -4% | 0%
Cc1cc(NC(=O)COc2ccc(C(C)(C)C)cc2)no1 | -12% | -4% | 4%
COc1ccc(Cl)cc1NC(=O)CCC(=O)c1ccc(C)cc1 | ? | -5% | -25%
CCCn1c(SCC(=O)N2CCN(S(=O)(=O)c3ccc(Cl)cc3)CC2)n[nH]c1=O | -3% | -3% | -21%
Cc1c(Cl)cccc1NC(=S)N1CCN(C(=O)c2ccco2)CC1 | -25% | -2% | -6%
O=C(COC(=O)/C=C/c1ccccc1)NNC(=O)c1ccccc1F | 8% | -2% | -12%
CCCCn1c(N)c(N(CCOC)C(=O)CCNC(=O)c2ccc(Cl)cc2)c(=O)[nH]c1=O | -10% | -1% | -3%
CSc1ncc(Cl)c(C(=O)N(Cc2ccccc2Cl)C2CCS(=O)(=O)C2)n1 (centres undefined) | -11% | -6% | -4%
CCCCn1c(=O)c(C(C)=O)c(O)c2ccccc21 | -6% | -14% | ?
CCOc1ccc(OCCCC(=O)NCCOc2ccccc2OC)cc1 | -12% | -1% | -17%
Cc1ccc(NC(=O)CN2CCCC2)cc1 | 12% | 1% | 3%
CC(C)[C@H](NC(=O)c1ccccc1F)C(=O)OCC(=O)Nc1sccc1C(N)=O | 12µM* | -7% | ?
CCCN(CCC)CCNC(=O)CCC(=O)Nc1ccc2nc(N3CCN(C)CC3)cc(C)c2c1 | -23% | -8% | 1%
O=[N+]([O-])c1ccc(CN2CCN(c3ncccn3)CC2)cc1 | -6% | -11% | -16%
Cc1cc(F)ccc1S(=O)(=O)N1CCCCC1CCNC(=O)C(=O)NCCN1CCOCC1 (centres undefined) | ? | 1% | ?
COCCn1nnnc1C(c1cc2cc(OC)ccc2[nH]c1=O)N1CCC(Cc2ccccc2)CC1 (centres undefined) | 23µM* | -22% | 15µM*
OC(Cc1ccc2ccccc2n1)c1ccccc1 (centres undefined) | ? | . | 0%
CC(=O)N1c2c(cc(Br)cc2S(=O)(=O)N2CCN(c3ccccc3)CC2)CC1C (centres undefined) | 16µM* | -7% | 23µM*
The listing continues:
SMILES | TDP1 cell noCPT | GCN5L2 inh | TDP1 cell CPT
COc1ccc(CNC(=O)C(=O)NCC2OCCN2S(=O)(=O)c2ccc(F)cc2)cc1 (centres undefined) | -24% | -3% | -9%
CCN(CC)S(=O)(=O)c1cc(C(=O)n2cccn2)c(Cl)cc1Cl | -20% | 3% | -1%
Cc1cc(S(=O)(=O)NCCCN2CCOCC2)c(C)cc1Cl | -13% | 1% | ?
CN(CCCC1CCCC1)C(=O)c1cc(COc2ccc(F)c(F)c2)on1 | -25% | -14% | ?
C[C@@H]1CN([C@H](C)CO)C(=O)CCCn2nncc2CO[C@@H]1CN(C)C(=O)CCC(F)(F)F | -2% | . | 11%
CC(C)NCC(O)COC1C2CC3CC(C2)CC1C3 (centres undefined) | 16% | 7% | 21%
O=C(c1ccncc1)N1CCN(S(=O)(=O)c2ccccc2Br)CC1 | -1% | 1% | 1%
CCN(Cc1ccc(O)cc1)CC1CCCN(CCc2cccc(F)c2)C1 (centres undefined) | ? | -18% | 16µM*
CCN1CCCC1CNC(=O)C1c2ccccc2C(=O)N(CCOC)C1c1ccc(F)cc1 (centres undefined) | 3% | -1% | -24%
CC(Oc1ccccc1)C(=O)Nc1ccc(S(=O)(=O)Nc2nccs2)cc1 (centres undefined) | -21% | -2% | 12%
COC(=O)c1cc2oc(C)cc2n1CC(=O)Nc1cc(C)cc(C)c1 | -14% | -11% | -18%
CCc1ccc[n+](-c2nc3ccccc3nc2C(=C=[N-])C#N)c1 | -17% | -3% | 2%

Compounds above with a nitro group on carbon, in the order listed:
SMILES | TDP1 cell noCPT | GCN5L2 inh | TDP1 cell CPT
Cc1ccc(OCC(=O)Nc2ccc3c(c2)OC(F)(F)O3)c([N+](=O)[O-])n1 | -7% | 1% | -3%
O=[N+]([O-])c1ccc(CN2CCN(c3ncccn3)CC2)cc1 | -6% | -11% | -16%

Further records follow:
SMILES | TDP1 cell noCPT | GCN5L2 inh | TDP1 cell CPT
CCNC(=O)C[C@@H]1CC[C@H]2[C@@H](COC[C@H](O)CN2C(=O)C2CC2)O1 | 4% | . | 9%
Cc1ccc(C)c(OCC(=O)Nc2ccc(S(=O)(=O)Nc3onc(C)c3C)cc2)c1 | 6% | -3% | -18%
C=C(C)C1CCC(C)=C1CC(C)(C)/C=N\n1cnnc1 (centres undefined) | 21µM* | -6% | 10µM*
CCC(C(=O)Nc1cccc(-c2nc3cccnc3s2)c1C)c1ccccc1 (centres undefined) | 21µM* | -4% | 21µM*
COc1cccc2cc(-c3nnc(-c4ccc(Cl)cc4)o3)c(=O)oc12 | -4% | -1% | ?
CN(CCCNC(=O)C1CCN(S(=O)(=O)N2CCC3(CC2)OCCO3)CC1)Cc1ccccc1 | -19% | -3%[0.501 µM] | 6%
Cc1cnc(=O)[nH]c1SCc1ccccc1F | -3% | -8% | -3%
CC(C)C(=O)Nc1nnc(SCC(=O)NC2CCCC2)s1 | 3% | -4% | 2%
Cc1ccc2c(cnn2C(=O)CCCC(=O)NCc2ccc(F)cc2)c1 | ? | 2% | ?
CCOC(=O)c1c(C)[nH]c(C(=O)C(C)Sc2ccc(Cl)cc2)c1C (centres undefined) | ? | -17% | ?
O=C(NCc1ccccc1)C1C(c2ccccc2)=Nc2ccccc2N1C(=O)c1cnccn1 (centres undefined) | 13% | . | 12%
CN(CC(=O)Nc1ccccc1Cl)C(=O)c1ccc(N2C(=O)CCC2=O)cc1 | 3% | 0% | 3%
Cc1cccc(OCC(=O)Nc2ccc3nc(C)sc3c2)c1 | ? | -6% | ?
COc1ccc(-c2onc3ccc(C(=O)/C=C/N(C)C)cc23)cc1 | 21µM* | -14% | 13µM*
CCN(CC)C(=O)c1cn(CCC#N)nc1-c1ccc2c(c1)OCCO2 | -15% | -5% | -23%
O=C(CN1C(=O)c2cccc3cccc1c23)N1CCN(c2ccc(F)cc2)CC1 | -20% | -1% | ?
CCCCc1ccc(C(=O)c2c(N)c(C(=O)Nc3cccc(OC)c3)c3ccccn23)cc1 | ? | -2% | ?
COc1cccc(C(=O)Cn2c(NCCO)nc3ccccc32)c1 | -5% | -2% | 5%
CC(C)=CC1C(C(=O)Nc2ccc(S(=O)(=O)N3CCOCC3)cc2)C1(C)C (centres undefined) | ? | ? | ?
COc1ccc(C(=O)N2CCCC(c3cc(C(=O)NCc4cccnc4)no3)C2)cc1 (centres undefined) | ? | . | ?
COC(=O)c1ccccc1NC(=O)C1=C(C)C(=O)OC12CCCCCC2 | 16µM* | -7% | 18µM*
COc1ccc(COc2ccsc2C(=O)Nc2ccc(Cl)c(Cl)c2)cc1 | -29% | -12% | ?

Of the compounds above, ten have an aryl thioether with sulfur outside any ring:
SMILES | TDP1 cell noCPT | GCN5L2 inh | TDP1 cell CPT
CC(C)NC(=O)CSc1ncccc1-c1nc2ccccc2[nH]1 | -19% | -1% | -3%
Cc1nnc(SCCCN2C(=O)c3ccccc3C2=O)o1 | -7% | -2% | -17%
CCSc1nnc(NC(=O)c2cccnc2Cl)s1 | 3% | -6% | -8%
CCSc1nc2cc(S(=O)(=O)N3CCOCC3)ccc2o1 | ? | ? | ?
COc1cccc(CSc2nc(-c3ccccc3F)nc3c2Cc2c(CO)cnc(C)c2O3)c1 | 21µM* | -4% | ?
CCCn1c(SCC(=O)N2CCN(S(=O)(=O)c3ccc(Cl)cc3)CC2)n[nH]c1=O | -3% | -3% | -21%
CSc1ncc(Cl)c(C(=O)N(Cc2ccccc2Cl)C2CCS(=O)(=O)C2)n1 (centres undefined) | -11% | -6% | -4%
Cc1cnc(=O)[nH]c1SCc1ccccc1F | -3% | -8% | -3%
CC(C)C(=O)Nc1nnc(SCC(=O)NC2CCCC2)s1 | 3% | -4% | 2%
CCOC(=O)c1c(C)[nH]c(C(=O)C(C)Sc2ccc(Cl)cc2)c1C (centres undefined) | ? | -17% | ?

Bioassay records deposited in PubChem BioAssay by National Center for Advancing Translational Sciences (NCATS).

A portion of the library. The share of hits here may be higher or lower than overall.
